# miR-122 sensor – miR-122 Renilla sensor signal increase in Huh7, primary screen, miR-122 inhibitor project, cell-based, single point, plate reader. Huh7 miR-122 Renilla luciferase sensor, 48 h; neutral wells = 0, positive control = 100. activation (reporter increase), % at 12.5 µM. hit rate 0.3% among 340,000. AID 602342, 2012;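 active = mean replicate activation score at least 90 and every replicate individually at or above 90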;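 also: higher luciferase means less miR-122 activity so hits act as miR-122 inhibitors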
# SIRT5 block – SIRT5 desuccinylase inhibitors, primary screen, biochemical, fluorescence imaging, single point, set 5; inhibition, % at 15 µM; NAD-dependent protein deacylase sirtuin-5, mitochondrial (Homo sapiens), Q9NXA8; hit rate 1.1% among 330,000; Purified SirT5, succinyl-peptide AMC, trypsin-coupled fluorescence; AID 652115, 2013; in the data active = inhibition above about 15%
# Target sequence (Q9NXA8 whole entry, looked up): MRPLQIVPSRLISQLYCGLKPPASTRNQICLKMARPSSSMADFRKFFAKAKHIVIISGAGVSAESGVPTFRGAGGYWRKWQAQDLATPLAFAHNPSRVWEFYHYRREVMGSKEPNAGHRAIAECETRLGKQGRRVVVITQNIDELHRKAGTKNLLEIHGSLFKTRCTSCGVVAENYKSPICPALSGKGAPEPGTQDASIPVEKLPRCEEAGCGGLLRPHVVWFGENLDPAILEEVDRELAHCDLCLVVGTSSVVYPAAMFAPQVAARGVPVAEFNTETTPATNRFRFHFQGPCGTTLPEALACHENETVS
# ERAP1 inh – human ERAP1 aminopeptidase inhibitors, primary screen, biochemical, single point, plate reader. Endoplasmic reticulum aminopeptidase 1 (Homo sapiens), Q9NZ08. AID 652197, 2013. hit rate 0.15% among 340,000. recombinant ERAP1, Leu-AMC fluorescence, 60 min. inhibition, % at 10.7 µM;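 active = mean replicate inhibition of at least 30%, or all replicates individually reaching that 30% level; inactive = mean below 30% and not every replicate reaching it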;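 also: 0% = neutral control wells and 100% = L-leucinethiol positive control wells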
# DENV2 CPE – inhibitors of DENV2 cytopathic effect, primary screen, cell-based, plate reader, single concentration; AID 651640, 2012; hit rate 1.7% among 350,000; DENV2-infected cells, cytopathic effect rescue; CPE inhibition, % at 9.99 µM; in the data active = CPE inhibition above about 20%, passing the limit was not always enough; tested in BHK-21 cells;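 also: 0% = median of neutral control wells and 100% = median of positive control wells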
# Casp6 inh – human caspase-6 inhibitors, primary screen, biochemical, VEID-R110 fluorescence, single point, set 2; P55212; purified caspase-6, Z-VEID-R110 cleavage fluorescence; inhibition, % at 12.5 µM; hit rate 0.53% among 350,000; AID 686996, 2013;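 active = mean inhibition across replicates at least about 35%, with every replicate also reaching that limit, limit read from the data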;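 also: 0% = median of neutral control wells and 100% = no fluorescence left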
# F508del corr – F508del CFTR correction, initial screen, CFBE line, single point. hit rate 0.36% among 350,000. activity (quench increase), % at 7.58 µM. CFBE cells, YFP halide quenching; stimulated with forskolin plus potentiator P3; % fluorescence drop versus neutral controls. AID 720511, 2013;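 active = mean added fluorescence quench of at least 8% versus neutral control, with both replicates also reaching 8%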;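 also: cells transiently co-express mutant CFTR-F508del with the halide-sensitive YFP; corrector assay measuring rescue of mutant channel to the surface after 24 h compound exposure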
# ERp5 block – inhibitors of ERp5-driven insulin aggregation, primary screen, biochemical, turbidity, absorbance 650 nm, single point; Protein disulfide-isomerase A6 (Homo sapiens), Q15084; inhibition, % at 9.99 µM; 90 min; hit rate 0.05% among 350,000;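 active = mean replicate inhibition above about 25%, with every replicate also reaching it, limit read from the data, passing the limit was not always enough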
# Target sequence (Q15084 whole entry, looked up): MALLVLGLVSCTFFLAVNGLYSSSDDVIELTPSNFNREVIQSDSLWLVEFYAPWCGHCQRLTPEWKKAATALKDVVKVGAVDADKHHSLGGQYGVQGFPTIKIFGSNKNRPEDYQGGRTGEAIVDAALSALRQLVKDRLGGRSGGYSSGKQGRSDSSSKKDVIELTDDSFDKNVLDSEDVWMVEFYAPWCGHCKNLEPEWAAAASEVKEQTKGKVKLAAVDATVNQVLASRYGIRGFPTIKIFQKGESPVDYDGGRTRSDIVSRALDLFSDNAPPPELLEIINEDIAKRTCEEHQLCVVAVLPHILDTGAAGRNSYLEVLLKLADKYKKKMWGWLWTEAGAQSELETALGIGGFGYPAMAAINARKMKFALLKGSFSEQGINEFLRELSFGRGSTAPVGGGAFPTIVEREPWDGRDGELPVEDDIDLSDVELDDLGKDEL
# Numbers without * were called inactive; . = no result given; [ ] = remark or other dose. An unsorted share of the library, and some 4% of all compounds hit somewhere here.
miR-122 sensor	SIRT5 block	ERAP1 inh	DENV2 CPE	Casp6 inh	F508del corr	ERp5 block	SMILES
2.8[16.7 µM]	0.5	0.2	.	-0.4	-0.8	0.3	COc1ccc(S(=O)(=O)N(C)C[C@@H]2Oc3c(NC(=O)C4CCOCC4)cccc3C(=O)N([C@H](C)CO)C[C@H]2C)cc1
0.4	0.1	-1.2	-1.3	41.2*	-5.7	-0.4	COc1cc(/C=C(\C(=O)O)c2ccc(S(=O)(=O)N3CCCC3)s2)cc(OC)c1
-24.1[16.7 µM]	1.3	-0.7	6.4	1.4	1.5	6.2	CC(C)C#Cc1ccc([C@H]2[C@@H](CO)N3CCCCN(C(=O)c4ccc5c(c4)OCO5)C[C@@H]23)cc1
-3.9	-5.1	2.3	-2.3	-1.7	-2.9	1.6	CC1(C)NC(=O)N(CCC(=O)Nc2cc(C(F)(F)F)ccc2Cl)C1=O
-5.1	-1.5	0.5	0.2	0.4	1.8	-0.1	Cc1cc(=O)oc2cc(OC(C)C(=O)NC3CCCC3)ccc12 (stereo not given)
0.3[16.7 µM]	2.0	0.3	-5.0	0.5	0.6	0.5	C[C@@H]1CN([C@H](C)CO)C(=O)c2cc(NC(=O)C3CC3)ccc2O[C@@H]1CN(C)S(C)(=O)=O
-6.2[16.7 µM]	-2.5	-1.3	-6.0	3.4	-1.8	-0.6	CC(=O)N(C)C[C@@H]1Oc2ncc(C#Cc3ccc(F)cc3)cc2C(=O)N([C@H](C)CO)C[C@H]1C
.	1.3	-5.2	-6.4	-1.3	-0.6	-2.4	CC(C)(C)c1ccc(/C=C2\Oc3cc(O)ccc3C2=O)cc1
-5.0	-3.7	3.8	-15.9	-1.5	1.9	-0.7	Cc1ccccc1OCc1nc(-c2ccc(-n3cccc3)cc2)no1
0.2	-1.0	-0.5	6.3	0.1	2.0	3.9	COc1ccc(OC(=O)NCCc2ccccc2)cc1
-1.0[16.7 µM]	1.1	1.3	-4.1	0.7	0.1	-0.7	CCC(=O)N[C@H]1CC[C@H](CC(=O)NCC2CCCCC2)O[C@@H]1CO
-5.0	-3.5	1.4	-1.4	-0.3	-1.0	-1.7	Cc1ccc(CS(=O)(=O)c2ncn[nH]2)cc1
.	2.7	-0.5	0.0	0.7	5.2	2.4	Nc1cccn2c(-c3ccc(Cl)cc3)cnc12
3.7	3.4	-2.8	-2.6	0.5	0.0	-2.1	CCNC(=S)NNC(=O)c1ccc2ncccc2c1
.	2.2	6.8	-1.9	13.7	-2.3	-0.9	O=C1NC(=Nc2ccccc2)/C(=C/c2ccco2)S1
.	3.0	3.7	5.4	0.5	3.7	4.5	COc1ccc(-n2c(-c3cc(-c4ccccc4)sc3N)n[nH]c2=S)cc1
.	2.1	-0.4	0.1	-0.3	-0.9	-2.8	CCOc1ccc(N2C(=O)C3C4C=CC([C@H]5CC45)[C@@H]3C2=O)cc1 (stereo not given in full)
65.9	2.2	1.3	.	-0.4	4.7	1.9	CCOc1ccc(S(=O)(=O)N2CCOCC2)cc1NC(=O)CSCc1ccc(C)cc1
2.1	0.4	-0.3	-5.7	.	1.4	0.7	Cc1cccc(OCc2nnc(SCC(=O)Nc3ccc(N4CCOCC4)cc3)o2)c1
8.5[16.7 µM]	-2.7	-2.9	-10.5	1.9	0.6	2.5	Cc1noc(C)c1NC(=O)N(C)C[C@@H]1OCCCC[C@H](C)Oc2ccc(NS(=O)(=O)c3c(C)noc3C)cc2C(=O)N([C@@H](C)CO)C[C@@H]1C
1.5	-1.8	0.2	.	6.1	.	-4.3	COc1cc(C2C(C(=O)c3cccs3)=C(O)C(=O)N2c2cc(C)on2)ccc1O (stereo not given)
-4.7	-1.5	0.0	-3.5	8.7	-3.8	3.8	Cc1cc(C)n(-c2ccc(NC(=O)C3CCCCN3C(=O)c3ccc(C)s3)cc2)n1 (stereo not given)
2.8[16.7 µM]	-5.3	2.4	-0.3	-0.4	-3.6	-0.3	Cc1ccc(CN(C)C[C@@H]2OCc3cnnn3CCCC(=O)N([C@@H](C)CO)C[C@@H]2C)cc1
.	0.9	3.3	4.4	7.9	-3.5	-0.8	O=C(NCCc1ccccc1)c1ccc(NS(=O)(=O)c2ccc3[nH]c(=O)[nH]c3c2)cc1
-6.2[16.7 µM]	.	.	0.7	.	-1.5	.	C[C@@H]1CCCCO[C@H](CN(C)S(=O)(=O)c2ccc(F)cc2)[C@H](C)CN([C@@H](C)CO)C(=O)c2cc(NC(=O)Cc3ccccc3)ccc2O1
10.5	.	0.8	-6.4	4.0	-1.8	-1.6	CNC(=O)C1CN(C(=O)c2cccc(S(=O)(=O)N3CCc4ccccc43)c2)c2ccccc2O1 (stereo not given)
.	-0.7	1.4	0.0	0.3	3.2	-3.8	COc1ccc(NC(=O)CN2CCN(c3ccc(F)cc3)CC2)cc1
.	-3.0	1.7	-1.2	2.8	-2.6	3.5	CCCCNC(=O)/C(=C/c1ccco1)NC(=O)c1ccco1
0.3	-2.0	17.8	-5.3	-1.1	-1.4	-0.6	COc1ccc(NC(=O)C2(C)CCN2C2Cc3ccccc3C2)cc1OC (stereo not given)
.	-1.6	2.4	8.0	-1.9	-1.3	1.1	COc1cccc(C(O)c2cnc(C(C)C)n2C)c1 (stereo not given)
5.3[16.7 µM]	-2.2	1.3	-0.6	1.0	1.3	7.8	CC(C)CC#Cc1cnc2c(c1)C(=O)N([C@@H](C)CO)C[C@H](C)[C@@H](CN(C)C(=O)CCN1CCCCC1)O2
-1.9	-5.4	-0.9	-0.1	-1.0	-0.4	-3.9	CN1CCN(CC#CC2(O)CCCCC2)CC1
-9.1	-2.4	-3.8	0.9	2.9	1.0	1.6	O=C(CC(=O)c1ccccc1)Nc1ccc(Cl)cc1
4.0	.	.	3.6	1.0	0.4	6.1	Cc1oc2cc(O)ccc2c(=O)c1Oc1ccccc1Br
-0.3[16.7 µM]	-2.3	2.2	9.9	1.6	.	-2.9	C[C@H](CO)N1C[C@H](C)[C@H](CN(C)C(=O)CCN2CCCCC2)Oc2ncc(C#CCN(C)C)cc2C1=O
.	-5.4	1.0	10.4	1.1	.	-1.0	CC=Cc1ccc2n(c1=O)C[C@H]1[C@H](CO)[C@@H](C(=O)NC3Cc4ccccc4C3)[C@@H]2N1C(C)=O (mixture of isomers)
1.4[16.7 µM]	-0.6	3.8	-1.1	0.7	-0.4	-3.7	COc1ccc(CN(C)C[C@H]2Oc3ccc(NC(=O)Cn4cnnn4)cc3C(=O)N([C@H](C)CO)C[C@H]2C)cc1
-10.8	-4.8	-1.2	-1.0	-4.2	0.1	-1.2	Cc1ccc(S(=O)(=O)Nc2ccc3c(c2)nc(CCN2CCCC2)n3C)cc1
8.5	-0.2	3.4	-3.0	1.5	-2.7	6.6	Cc1cc(C(=O)N2CCN(c3ccccc3Cl)CC2)c(C)o1
.	-5.8	5.5	0.2	-1.9	-0.4	-1.2	Cc1cccc(N2CCN(c3nnc(C(F)(F)F)s3)CC2)c1
1.5	-1.5	-0.8	2.4	-0.8	0.1	-3.4	Cc1cccc(-n2ccnc2CN2CCC(CO)(Cc3ccccc3)CC2)c1
.	4.7	-2.0	47.5*	4.3	1.3	1.4	COC(=O)[C@]12CCCCC=C1N(Cc1cccc3ccccc13)C(=O)[C@H](CC(=O)NCC13CC4CC(CC(C4)C1)C3)C2
1.7	-1.7	0.3	1.5	4.3	-1.2	-3.1	Cc1nc2ccccc2c2c1C(=O)N(c1cccc(C(=O)O)c1)C2=O
.	-5.9	-9.6	-1.5	.	2.9	-6.9	O=C(Cn1cnc([N+](=O)[O-])n1)N/N=C/c1ccc(O)cc1O
.	5.7	-2.3	4.7	-3.4	-3.7	-1.5	Cc1ccccc1C(=O)Nc1nnc(-c2ccco2)o1
.	-1.9	.	7.5	-5.2	-1.2	-2.6	C=CC#CC1(O)CC(C)N(C)CC1C (stereo not given)
3.3	-0.8	1.3	4.0	-1.8	0.7	1.2	O=C(COc1ccc2c3c(c(=O)oc2c1)CCCC3)NCC(O)c1ccccc1 (stereo not given)
1.5	-2.8	2.4	0.2	2.0	0.5	-1.2	O=C(NCc1ccccc1)/C(=C/c1ccccc1)NC(=O)c1ccco1
-36.8	0.0	4.5	0.6	-2.5	3.6	-1.0	Cc1cnc(NC(=O)c2cc3c(C)nn(-c4ccccc4)c3s2)s1
-2.1	5.3	0.1	-3.3	4.8	0.3	0.4	CC1C(=O)Nc2ccccc2N1C(=O)c1cccc(C(F)(F)F)c1 (stereo not given)
.	-5.6	-2.4	-7.2	0.8	-0.7	-2.7	CCC(=O)N[C@H]1CC[C@H](CCn2cc(CN(C)C)nn2)O[C@@H]1CO
.	-0.9	3.4	-5.0	1.2	1.5	0.0	COc1ccc(CCNC(=O)Nc2ccc3c(c2)OCO3)cc1OC
.	1.1	-2.4	11.7	0.6	1.8	-0.6	Cc1ccsc1/C=C1/NC(=O)N(Cc2ccc(F)cc2)C1=O
.	1.3	-2.2	-2.9	0.5	-0.4	-5.7	Cc1onc(-c2ccc(Cl)cc2)c1-c1ccnc(SCC(=O)Nc2ccc(C(C)C)cc2)n1
-4.2	-0.5	1.7	-5.7	0.8	1.2	3.2	CCOC(=O)N1CCN(C(=O)CSCC(=O)Nc2nc(-c3ccc(C)cc3)cs2)CC1
2.4	-1.7	6.6	-4.1	0.9	-0.1	-1.1	COc1ccc(OC)c(N(C)S(=O)(=O)c2cc3c(cc2C)NC(=O)CO3)c1
-0.7	0.9	-0.6	-0.2	1.1	-0.3	-4.3	COc1ccc(/C=C2\SC(=O)N(CCc3nnc(N)s3)C2=O)cc1
-1.1	0.0	2.2	-5.8	-2.8	1.9	2.2	COC(=O)c1cn[nH]c1NC(=S)Nc1ccccc1C
-3.7[16.7 µM]	-3.1	0.9	0.9	-0.1	-0.5	1.4	CC(C)NC(=O)N(C)C[C@@H]1OCCCC[C@H](C)Oc2ccc(NC(=O)C3CCCCC3)cc2C(=O)N([C@H](C)CO)C[C@@H]1C
-6.3[16.7 µM]	15.3*	0.4	-4.5	-2.9	0.2	8.9	C[C@H]1CCCCO[C@H](CN(C)C(=O)CCC(F)(F)F)[C@@H](C)CN([C@@H](C)CO)C(=O)c2cc(NS(=O)(=O)c3ccc(Cl)cc3)ccc2O1
.	-4.7	.	7.4	1.0	-2.0	3.9	CC(C)C(=O)NNC(=O)c1cc2sccc2s1
.	3.0	-0.2	7.8	-2.7	-1.2	3.9	COc1ccc(S(=O)(=O)N2CCC3(CC2)CN(Cc2ccccc2OC)[C@@H](CO)c2[nH]c4cc(OC)ccc4c23)cc1
.	-5.2	-0.1	.	-3.3	2.4	8.2	S=C(Nc1ccc(Br)cc1Cl)N1CCC2(CC1)OCCO2
